# High-throughput results from PubChem.
# All columns: NCI-60 one-dose screen, growth in % after 48 h at 10 µM unless noted; 100 = growth as untreated, 0 = no growth, -100 = all killed.
# SNB-19 – SNB-19 CNS cancer cells | 81,000 compounds, 2.5% hits | AID 1794751
# SF-539 – SF-539 CNS cancer. 81,000 compounds, 6.8% hits. AID 1794752
# HCC-2998 – HCC-2998 colon cancer; 79,000 compounds, 4.7% hits
# SNB-75 – SNB-75 CNS cancer. 79,000 compounds, 5% hits. AID 1794750
# KM12 – KM12 colon cancer cells; 82,000 compounds, 5% hits; AID 1794800
# PC-3 – PC-3 prostate cancer cells | 80,000 compounds, 3.9% hits
# HT29 – HT29 colon cancer | 81,000 compounds, 7.4% hits | AID 1794748
# DU-145 – DU-145 prostate cancer. 81,000 compounds, 4.2% hits. AID 1794760
# SW-620 – SW-620 colon cancer; 82,000 compounds, 5.2% hits; AID 1794795
# * marks the source's active call; other numbers are inactive results; . = no result given; [ ] = another dose, or the depositor's remark. Rule for the calls: active = growth percent below 10; inactive = the rest.
SMILES,SNB-19,SF-539,HCC-2998,SNB-75,KM12,PC-3,HT29,DU-145,SW-620
CC(C)(C)n1cc(-c2ccnc(NCCNS(=O)(=O)c3cccc4ccccc34)c2)c(-c2cccc(O)c2)n1,88,77,66,38,57,59,6.7*,83,36
CCOC(=O)c1[nH]c(C)c2c1CCc1cncnc1-2,101,104,112,98,107,.,115,119,102
Cc1cc(-c2nn3c(-c4ccccc4)nnc3s2)c2ccccc2n1,89,84,109,89,104,96,99,82,90
CCCC1OCC=CCO1,100,98,122,89,105,91,111,111,93
N#C/C(=N\Nc1ccc(F)cc1)C(=O)Nc1cc(-c2ccccc2)nn1-c1ccccc1,5.2*,8.7*,20,-5.5*,9.3*,7.1*,8.8*,23,18
O=C(Oc1cc([N+](=O)[O-])c(Cl)cc1Cl)C(=O)Oc1cc([N+](=O)[O-])c(Cl)cc1Cl,104,115,109,96,99,96,99,99,98
CC[n+]1ccc(C)c(C)c1,110,102,105,97,104,98,95,110,100
C=C1C(=O)O[C@H]2[C@H]1CC/C(CNC(=O)c1cccc3ccccc13)=C\CC[C@@]1(C)O[C@@H]21,66,60,88,83,83,54,8.8*,34,17
CCn1c(SCC(=O)Nc2ccc(/C(C)=N/O)cc2)nnc1-c1ccccc1,88,100,103,82,97,80,109,111,93
Cc1cc(C)nc(NS(=O)(=O)c2ccc(N/C(N)=N/c3nccc(-c4cccs4)n3)cc2)n1,100,80,127,79,97,87,108,109,102
O=C1/C(=C/c2coc3ccccc3c2=O)N=C(c2ccc(Cl)cc2)N1c1ccc(S(=O)(=O)Nc2nccs2)cc1,101,97,.,78,104,92,106,109,102
CCOC(=O)c1c(Nc2ccc(S(N)(=O)=O)cc2)nnc(-c2ccccc2)c1-c1ccccc1,108,108,97,85,104,.,118,120,105
O=C(Nc1ccc(-c2ccccc2)cc1)C(F)(F)F,106,109,107,112,100,107,97,98,107
CCCC(NC(=O)c1cccc(N2C(=O)/C(=C/c3cccc(F)c3)SC2=S)c1)C(=O)O (centres undefined),93,95,105,90,102,83,112,111,105
CC(N)c1nnnn1-c1ccc(Br)cc1 (centres undefined),109,97,91,92,98,95,87,99,102
COc1ccc(-n2nc(C)c3c(Oc4ccc(NC(=O)Nc5cccc(C(F)(F)F)c5)cc4)ncnc32)cc1,90,92,103,78,104,.,112,105,88
COc1cc(OC)cc(-c2nn(CC(=O)N3CCCCC3)c3ncnc(N)c23)c1,97,99,108,90,102,95,105,109,102
Cc1cc(Nc2ccc3c(c2)OCO3)c2cc3c(cc2n1)OCO3,0.7*,-16*,46,26,10.0*,11,16,3.7*,10
CCOC(=O)c1c(N2CCN(C)CC2)[nH]c(=O)c(C=Nc2ccc(OC)cc2)c1O,100,106,102,85,96,91,101,101,108
C/C=C/c1nc2ccccc2s1,97,109,99,88,105,89,110,104,99
COc1cnc2c(c1)C(=O)c1c-2n(CCCN2CCC(O)CC2)c(=O)c2cc(F)ccc12,14,-17*,14,-17*,-6.2*,3.1*,-21*,-8.5*,6.6*
Nc1ccccc1-c1ccn[nH]1,97,98,97,62,82,79,106,101,97
CC1(C)CC[C@]2(C(N)=O)CC[C@]3(C)C(=CC[C@@H]4[C@@]5(C)CCC(=O)NC(C)(C)[C@@H]5CC[C@]43C)[C@@H]2C1,88,99,102,94,85,65,90,108,93
CCN(CC)CCNC(=O)n1cc(-c2ccncc2)c(-c2cc(O)cc(Cl)c2)n1,76,51,108,53,104,88,43,84,105
COc1cc(C2CC(=O)Nc3c2cnn3C)cc(OC)c1OC (centres undefined),108,103,108,92,105,108,105,108,108

# Next records
SMILES,SNB-19,SF-539,HCC-2998,SNB-75,KM12,PC-3,HT29,DU-145,SW-620
COc1ccc2[nH]c(=O)c(/C=C/C(=O)/C=C/c3ccc(O)c(OC)c3)cc2c1,36,8.5*,-74*,60,-45*,9.5*,-39*,8.3*,-25*
C#Cc1cccc(NC(=O)C2CCCCN2C(=O)CCl)c1 (centres undefined),20[8.25 µM],-91*[8.25 µM],-19*[8.25 µM],-5.5*[8.25 µM],-34*[8.25 µM],-7.9*[8.25 µM],-52*[8.25 µM],-34*[8.25 µM],-60*[8.25 µM]
Cn1cc(-c2noc(-c3cn(C)c4ncc(F)cc34)n2)c2cc(Br)ccc21,76,71,107,61,58,75,47,85,57
CC(C)(C)c1cc(CNCCNCc2cc(C(C)(C)C)cc(C(C)(C)C)c2O)c(O)c(C(C)(C)C)c1,100,104,100,104,92,111,106,98,101
COc1cc(C2SCC(=O)N2NC(=O)CCC(=O)c2nc3ncccc3[nH]2)cc(OC)c1OC (centres undefined),95,91,117,82,101,100,113,117,99
COc1cc(-n2nc(C(=O)NCc3ccc(C(=O)NO)cc3)nc2-c2ccccc2)cc(OC)c1OC,96,99,101,92,102,89,94,106,101
Cc1nn(-c2ccccc2)c(N2CCCCC2)c1/C=N/NC(N)=S,93,92,100,60,84,74,90,96,97
CSc1nc(Nc2ccc(S(=O)(=O)Nc3ccon3)cc2)c(C#N)c(-c2ccc(Cl)cc2)n1,101,106,94,102,104,109,101,106,70
O=C(O)c1ccc(NC(=O)C(Cl)(Cl)Cl)cc1O,103,97,.,96,105,96,101,103,104
Clc1cccc(N2CCN(CCCN3CCN(c4ccccc4)CC3)CC2)c1,93,84,87,82,94,66,65,100,93
COc1ccc(-c2nc(SCC(C)C)nc(NCCO)c2C#N)cc1,94,91,113,93,95,82,86,96,105
CC(=O)Nc1nc2ccc(NS(=O)(=O)c3cccc4c(N(C)C)cccc34)cc2s1,101,102,109,95,99,80,110,104,102
O=C1/C(=C\c2cccnc2)SC(=S)N1CCc1ccc(O)cc1,82,23,72,-4.8*,-3.1*,42,105,17,44
S=C(Nc1ccccc1)N1CCN(c2ccccc2)CC1,101,101,105,90,104,98,105,106,102
N#C/C(=C\c1ccc(O)cc1)C(N)=O,101,104,105,75,99,102,107,114,102
O=C(/C=C/c1ccccc1)N[C@@H](CO)Cc1ccc(O)cc1,108,102,101,80,.,100,111,111,107
CCNc1nc(-c2ccc(F)cc2)c(C#N)c(=O)n1C,61,60,89,38,72,43,57,63,69
CN(C)C(c1ccccc1)C(c1ccccc1)c1ccccc1 (centres undefined),95,119,113,.,110,98,97,124,106
CCOC(=O)/C=C/CSC(=S)OCC,100,104,123,86,101,110,109,110,105
CN1C(=O)/C(=C/c2ccc(C(=O)Nc3ncc(Cc4ccc(Cl)cc4Cl)s3)cc2)SC1=S,67,37,40,.,15,39,20,31,45
Nc1nc(N)c2cc(CNc3ccc(C(=O)NC(CC(=O)O)C(=O)O)cc3)ccc2n1 (centres undefined),43,16,.,53,34,31,20,27,25
Cc1ccc(C(=O)Nc2ccccc2C(=O)N/N=C/c2cc3ccccc3cn2)cc1,77,74,92,72,61,57,68,71,59
COc1ccc(NC(=O)c2sc3nc4c(cc3c2N)C(=O)CCC4)cc1,117,103,95,103,105,100,109,102,112
COc1ccc(-c2cc(C(=O)N3N=C(c4ccc(N)cc4)CC3c3ccc(OC)c(OC)c3)c3ccccc3n2)cc1 (centres undefined),100,97,100,99,105,100,96,111,104
COc1ccc2nc([C@H]3C[C@@H]3c3cc(OC)c4c(c3)OCO4)[nH]c2c1,97,107,109,95,93,86,108,110,106

# Next part
SMILES,SNB-19,SF-539,HCC-2998,SNB-75,KM12,PC-3,HT29,DU-145,SW-620
CCCCCCCCCCCC1=NC(C)(C)CO1,96,95,101,95,109,89,101,105,102
CCOC(=O)NC(C)=O,107,99,107,81,102,107,94,108,98
CCNC(=O)OCc1cnc(C)c(OC(=O)NCC)c1COC(=O)NCC,100,99,106,103,111,95,101,110,116
O=C(NC1CCCCC1)OCC1OC(n2cnc3c(=O)[nH]cnc32)C(OC(=O)NC2CCCCC2)C1OC(=O)NC1CCCCC1 (centres undefined),100,98,117,83,108,90,90,112,100
CCSc1nnc(-c2cnn(CC(O)c3ccccc3)c2N)n1-c1ccccc1 (centres undefined),94,102,108,103,85,93,92,100,97
O=C(O)CCCN1CCN([C@H](c2ccccc2)c2ccc(Cl)cc2)CC1,103,104,89,102,101,93,95,105,107
CC(C)(C)c1ccc(N2CSC(=S)N(c3ccc(C(C)(C)C)cc3)C2)cc1,95,98,96,76,97,74,105,123,106
CCOC(=O)C1=C(C)NC(SCc2nnc(-c3ccc(Cl)cc3)o2)=NC1c1cccc(Cl)c1 (centres undefined),90,97,90,83,84,61,54,87,100
COc1ccc(/C=C/c2nc(Nc3cccc(NC(C)=O)c3)c3ccccc3n2)cc1,92,99,88,90,83,90,85,89,92
CCN(CC)CCCNCc1cc(-c2ccccc2)nc2ccccc12,83,33,101,74,83,75,55,17,24
CCOC(=O)C(Cc1ccccc1[N+](=O)[O-])C(=O)OCC,104,97,118,80,105,109,108,110,107
Cc1cccc(C)c1N=C(Cc1nc2c(=O)n(C)c(=O)n(C)c2[nH]c1=O)c1ccccc1,101,96,103,73,102,.,116,112,108
CC(C)(C)c1ccc(O)c(N)c1,105,97,106,96,99,88,107,109,107
CCOC(=O)C(NC(C)=O)/C(C)=N\Nc1ccc([N+](=O)[O-])cc1[N+](=O)[O-] (centres undefined),106,100,100,102,105,102,98,108,109
CCOC(=O)c1cn2c3c(c(C)cc(C)c3c1=O)C(=O)/C(=C/c1ccc(C(F)(F)F)cc1)C2,92,99,97,.,89,70,83,102,102
O=[N+]([O-])c1ccc(N/N=C/c2ccc3c(c2)OCO3)nc1,96,106,105,100,95,83,101,119,118
CC(=O)c1ccc(NC(=O)CN2CCN(c3cc4c(cc3F)c(=O)c(C(=O)O)cn4C3CC3)CC2)cc1,103,103,100,94,104,102,103,109,97
Cc1cc(-c2ccccc2)n[nH]1,100,104,110,92,102,87,111,107,106
O=c1[nH]cc(Nc2cc(Cl)c3nonc3c2[N+](=O)[O-])c(=O)[nH]1,95,101,91,119,109,93,132,111,90
COc1ccc(/C(O)=C/c2nc3cccc([N+](=O)[O-])c3[nH]c2=O)cc1,102,103,118,109,110,103,111,124,123
CC(=O)Nc1ccc(-c2nc(-c3cccc(OCCN4CCOCC4)c3)c(-c3ccnc(Br)c3)[nH]2)cc1,92,81,101,45,101,79,93,109,98
CC1(O)CCCC1,97,93,101,84,99,97,106,100,104
O=C(COC(=O)[C@H](C[Se][Se]C[C@H](NC(=O)c1ccc(Br)cc1F)C(=O)OCC(=O)c1ccc(F)cc1)NC(=O)c1ccc(Br)cc1F)c1ccc(F)cc1,-86*,-98*,-69*,-100*,-99*,-52*,3.7*,-100*,-95*
Cc1ccc(C(=O)OCCC(C)C)cc1,116,111,109,99,104,99,104,112,107
CCCCCCCCN1C(=O)[C@H]2Cc3c([nH]c4ccccc34)[C@H](C)N2C1=S,98,94,108,79,102,99,105,104,98

# 14 structures already listed, sorted by molar mass, descending:
SMILES,SNB-19,SF-539,HCC-2998,SNB-75,KM12,PC-3,HT29,DU-145,SW-620
O=C(COC(=O)[C@H](C[Se][Se]C[C@H](NC(=O)c1ccc(Br)cc1F)C(=O)OCC(=O)c1ccc(F)cc1)NC(=O)c1ccc(Br)cc1F)c1ccc(F)cc1,-86*,-98*,-69*,-100*,-99*,-52*,3.7*,-100*,-95*
CC(=O)c1ccc(NC(=O)CN2CCN(c3cc4c(cc3F)c(=O)c(C(=O)O)cn4C3CC3)CC2)cc1,103,103,100,94,104,102,103,109,97
CC(C)(C)c1ccc(N2CSC(=S)N(c3ccc(C(C)(C)C)cc3)C2)cc1,95,98,96,76,97,74,105,123,106
CCNC(=O)OCc1cnc(C)c(OC(=O)NCC)c1COC(=O)NCC,100,99,106,103,111,95,101,110,116
O=C(O)CCCN1CCN([C@H](c2ccccc2)c2ccc(Cl)cc2)CC1,103,104,89,102,101,93,95,105,107
CCOC(=O)C(NC(C)=O)/C(C)=N\Nc1ccc([N+](=O)[O-])cc1[N+](=O)[O-] (centres undefined),106,100,100,102,105,102,98,108,109
CCN(CC)CCCNCc1cc(-c2ccccc2)nc2ccccc12,83,33,101,74,83,75,55,17,24
COc1ccc(/C(O)=C/c2nc3cccc([N+](=O)[O-])c3[nH]c2=O)cc1,102,103,118,109,110,103,111,124,123
CCOC(=O)C(Cc1ccccc1[N+](=O)[O-])C(=O)OCC,104,97,118,80,105,109,108,110,107
O=[N+]([O-])c1ccc(N/N=C/c2ccc3c(c2)OCO3)nc1,96,106,105,100,95,83,101,119,118
Cc1ccc(C(=O)OCCC(C)C)cc1,116,111,109,99,104,99,104,112,107
Cc1cc(-c2ccccc2)n[nH]1,100,104,110,92,102,87,111,107,106
CCOC(=O)NC(C)=O,107,99,107,81,102,107,94,108,98
CC1(O)CCCC1,97,93,101,84,99,97,106,100,104

# The main list resumes, starting 2 compounds before the break.
SMILES,SNB-19,SF-539,HCC-2998,SNB-75,KM12,PC-3,HT29,DU-145,SW-620
Cc1ccc(C(=O)OCCC(C)C)cc1,116,111,109,99,104,99,104,112,107
CCCCCCCCN1C(=O)[C@H]2Cc3c([nH]c4ccccc34)[C@H](C)N2C1=S,98,94,108,79,102,99,105,104,98
NC(N)=Nc1ccc(/C=C2\C=Cc3ccccc32)cc1,76,81,63,53,15,52,36,81,34
COc1ccc(NCc2nnc(-c3ccc(F)cc3)o2)cc1,95,96,104,83,103,83,92,111,99
O=C1Nc2ccccc2C2c3[nH]c4ccc(Cl)cc4c3CCN12 (centres undefined),77,82,98,59,80,43,80,89,87
CC1(C(=O)O)CC1(Cl)Cl (centres undefined),97,100,108,99,108,99,104,111,97
O=C(CSc1oc(-c2ccccc2)nc1S(=O)(=O)c1ccccc1)NC1CCCCC1,87,89,103,75,92,78,111,97,100
Cc1c(C(=O)Nc2nc3ccccc3[nH]2)cnn1-c1ccccn1,101,99,97,104,103,93,66,112,107
O=C(O)CN1CSC(=S)N(CC(=O)O)C1,102,109,93,100,109,95,100,114,100
CCCN(CCC)C(=O)CCN1C(=O)/C(=C/c2ccc(O)cc2)SC1=S,102,98,113,75,101,.,111,107,108
C/C(=N\Nc1ccc(S(N)(=O)=O)cc1)c1cnn(-c2cc(=O)[nH]c3ccc(C)cc23)c1C,87,83,115,88,97,90,108,104,104
